TGFb SMAD3 inh = qHTS for Inhibitors of TGF-b | HepG2 CAGA-GFP TGF-b/SMAD3 reporter, GFP fluorescence, 18 h; TGF-beta stimulated, 500 pg/mL final | Potency, µM (highest dose often 46.1 µM), inactives show top-dose activity, negative = inhibition, usual class: inhibitors | hit rate 1.2% among 410,000; further: potency means the concentration at half of the fitted maximal effect; on the % scale 0 is the no-effect control and ±100 the full control effect; nearly all actives have a fitted effect of over 65% in size
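Smad-responsive CAGA-GFP expression was quantified in HEPG2 cells exposed to compounds and 500 pg/mL final TGF-beta for 18 h at 37 degrees C; unstimulated wells defined full inhibition.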
Nrf2 inh = Nrf2 qHTS screen for inhibitors | A549 ARE-Fluc reporter, luciferase luminescence, 18-24 h | Potency, µM (titrated, usually from 46 µM), inactives show top-dose activity change, negative = inhibition, usual class: inhibitors | hit rate 2.1% among 360,000 | AID 504444, 2011; further: potency means the concentration at half of the fitted maximal effect; on the % scale 0 is the no-effect control and ±100 the full control effect; nearly all actives have a fitted effect of over 60% in size
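A549 ARE_Fluc cells, 5000/well, 5% FBS OPTI-MEM; compounds in dose-response, 18-24 h at 37 °C/5% CO2; CellTiter-Fluor viability read (Ex 405/Em 525), then BugLite luciferase luminescence = Nrf2 activity.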
HepG2 viability = qHTS for Inhibitors of TGF-b: Cytotox Counterscreen. HepG2 CAGA-GFP viability, ATP luminescence, 18 h. Potency, µM (doses to about 46.1 µM), without a hit: at the highest dose activity change, negative = cytotoxicity, usual class: cytotoxic. hit rate 0.76% among 410,000; further: potency means the concentration at half of the fitted maximal effect; some results filed as inactive show a strong effect at the top dose
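HepG2 CAGA-GFP cells (1000/well, DMEM with 1% FBS) received compound, then TGF-beta at 500 pg/mL final, and were incubated 18 hours at 37 degrees C. Viability was read by CellTiter-Glo luminescence. Media-only wells were set as complete cell-killing and DMSO as no toxicity.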
IL-2 act = qHTS of IL-2 Activators | hit rate 0.065% among 360,000 | AID 652025, 2013 | IL-2 activation reporter assay, cell-based qHTS; stimulated with anti-CD3/CD4/CD28 beads; in transgenic mouse T cells | activation, % (series mostly up to about 46 µM); in the data active means activation above about 50%; inconclusive means mostly about 30% to 49%; further: 0% is about no effect
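Quantitative HTS in unstimulated transgenic mouse T cells, with memory T cells as non-tolerant control and PMA/ionomycin as tolerance-bypass control. Compound pretreatment lasted 60 minutes before 18 h bead stimulation; EGFP/DsRed fluorescence read.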
EPAC2 ag = qHTS for Agonist of cAMP-regulated guanine nucleotide exchange factor 4 (EPAC2): primary screen. Potency, µM (doses to about 154 µM), for inactives: top-dose activation, hits mostly activators. hit rate 0.079% among 360,000. EPAC2 activation, biochemical qHTS; response scale: 100% = 6.5 mM cAMP response; further: potency means the concentration at half of the fitted maximal effect; nearly all actives have a fitted effect of over 50% in size
Target sequence (Q8WZA2 whole entry, looked up): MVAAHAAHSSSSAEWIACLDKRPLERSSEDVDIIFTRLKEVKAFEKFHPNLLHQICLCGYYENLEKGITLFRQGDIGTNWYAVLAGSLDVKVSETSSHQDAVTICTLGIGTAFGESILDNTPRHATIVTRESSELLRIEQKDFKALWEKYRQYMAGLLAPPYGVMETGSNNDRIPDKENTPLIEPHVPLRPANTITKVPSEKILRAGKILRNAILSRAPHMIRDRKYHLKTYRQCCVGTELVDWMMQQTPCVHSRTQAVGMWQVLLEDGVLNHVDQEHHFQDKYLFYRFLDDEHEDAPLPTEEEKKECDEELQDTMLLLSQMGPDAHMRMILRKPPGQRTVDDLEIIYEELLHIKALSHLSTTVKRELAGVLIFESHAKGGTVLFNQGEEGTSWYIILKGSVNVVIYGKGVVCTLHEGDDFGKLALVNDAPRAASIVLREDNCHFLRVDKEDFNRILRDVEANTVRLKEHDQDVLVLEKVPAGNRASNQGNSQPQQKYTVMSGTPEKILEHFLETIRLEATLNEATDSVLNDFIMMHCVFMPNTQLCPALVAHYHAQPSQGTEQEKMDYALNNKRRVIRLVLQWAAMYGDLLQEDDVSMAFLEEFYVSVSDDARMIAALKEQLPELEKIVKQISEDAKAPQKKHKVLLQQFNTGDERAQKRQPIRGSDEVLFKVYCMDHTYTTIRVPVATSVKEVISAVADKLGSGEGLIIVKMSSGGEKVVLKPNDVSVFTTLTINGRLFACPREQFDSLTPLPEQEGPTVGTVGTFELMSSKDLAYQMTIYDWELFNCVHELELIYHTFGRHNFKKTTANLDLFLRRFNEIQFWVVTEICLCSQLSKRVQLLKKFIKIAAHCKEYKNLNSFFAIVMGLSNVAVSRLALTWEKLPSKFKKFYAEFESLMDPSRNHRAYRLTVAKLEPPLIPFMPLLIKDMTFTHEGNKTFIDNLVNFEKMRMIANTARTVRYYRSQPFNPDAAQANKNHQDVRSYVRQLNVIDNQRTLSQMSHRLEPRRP
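Nucleotide exchange monitored as fluorescence drop when BODIPY-GDP leaves Rap1B. Reaction: 100 nM EPAC2, 250 nM RAP1B-BODIPY-GDP, 50 uM GDP, room temperature, kinetic read over 30 min. Activity expressed relative to 6.5 mM cAMP.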
Nrf2 ARE act = qHTS of Nrf2 Activators. AREc32 ARE-luciferase reporter (MCF7-derived line), luminescence, 24 h. Potency, µM (top dose mostly 46.1 µM), without a hit: at the top dose activation, actives largely listed as activators. hit rate 0.31% among 410,000; further: potency means the concentration at half of the fitted maximal effect; % of control where 0% means no effect; nearly all actives have a fitted effect of over 65% in size
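Each well held 1000 AREc32 cells, which were incubated with compound for 24 hr at 37 deg C after overnight attachment, and ARE reporter activity was quantified by firefly luciferase luminescence.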
A549 tox = Nrf2 qHTS screen for inhibitors: counterscreen for cytotoxicity; A549 ARE-Fluc cells, CellTiter-Fluor viability, 18-24 h; Potency, µM (series often up to 46 µM), for the others: at the top dose activity change, negative = cytotoxicity, hits mostly inhibitors; hit rate 0.16% among 390,000; AID 504648, 2011; further: potency means the concentration at half of the fitted maximal effect; on the % scale 0 is the no-effect control and ±100 the full control effect
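Cytotoxicity counterscreen: CellTiter-Fluor fluorescence was measured in A549 ARE_Fluc cells after 18-24 h of compound exposure in a concentration series. The subsequent BugLite luminescent read reports ARE-luciferase activity.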
S2 tox = Viability Counterscreen for Primary qHTS for Inhibitors of ATXN expression; S2 cells (HEK-293 line with an ATXN2-luciferase reporter) viability, CellTiter-Fluor protease fluorescence, 24 h; Potency, µM (highest dose often 56.7 µM), most hits filed as cytotoxic; hit rate 0.49% among 400,000; further: potency means the concentration at half of the fitted maximal effect; nearly all actives have a fitted effect of over 40% in size
ATXN2 expr inh = Primary qHTS for Inhibitors of ATXN expression; HEK-293 ATXN2-luciferase reporter, luminescence, 24 h; Potency, µM (doses to about 57 µM), without a hit: top-dose activity change, negative = inhibition, usual class: inhibitors; hit rate 0.72% among 360,000; further: potency means the concentration at half of the fitted maximal effect; on the % scale 0 is the no-effect control and ±100 the full control effect; nearly all actives have a fitted effect of over 55% in size
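qHTS (up to 57 uM final) was run with 24 h compound exposure of reporter cells at 37 °C. Each well was multiplexed: SteadyGlo luminescence measured ATXN2-luciferase expression after a fluorogenic Gly-Phe-AFC viability readout (25 uM final).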
* hit, by the source's call; i = inactive; ? = inconclusive; · = no result given; [ ] = dose if it differs, or a comment. Unless noted, the call rests on the fitted dose curve; in most records, active means well fitted curve in the direction sought with a large enough effect; inconclusive means small, poorly fitted or top-dose-only effect, or another doubt; inactive means no such curve, though single readings can be large; an effect the other way counts as inactive or inconclusive.

The line under a structure holds: S2 tox	TGFb SMAD3 inh	ATXN2 expr inh	EPAC2 ag	Nrf2 inh	A549 tox	IL-2 act	Nrf2 ARE act	HepG2 viability
N#CCCN(C(=O)COC(=O)CNC(=O)C12CC3CC(CC(C3)C1)C2)c1ccccc1
→ i	-8%	6%	-1%	3%	-14%	-3.3	-0.7%	2%
COc1ccc(-n2cc(CN3CCC(OC)CC3)c(-c3cccc(F)c3)n2)cc1
→ i	7%	0%	-3%	2%	1%	-0.1	-0.1%	9%
CCOc1ccc(NC(=O)COc2ccc(C(=O)N3CCC(C(N)=O)CC3)cc2OC)cc1
→ ?	-18%	-7%	-9%	10%	-3%	-1.1	-0.1%	0%
CCOC(=O)c1c(S(=O)(=O)N(C)C2CCCCC2)c(C)n(C)c1C
→ i	-6%	7%	5%	6%	-2%	3.6	-0.6%	-4%
O=C(Nc1ccc(-n2nncc2-c2ccccc2)cc1)c1ccccc1
→ ·	32%	·	·	-8%	-1%	·	·	4%
Cc1cc(C)cc(N(CCC#N)C(=O)CN2C(=O)NC3(CCCC3)C2=O)c1
→ i	12%	-2%	6%	-4%	1%	-5.3	-0.4%	3%
Cc1ccc(C(=O)CNc2cccc(Cl)c2)cc1
→ ?	-24%	18%	4%	?	0%	0.1	2.9%	-12%
C/C(=C/C(=O)N1CCc2ccccc21)C(=O)O
→ i	18%	-6%	1%	12%	-2%	-1.5	-0.2%	8%
OCC1OC(c2ccc(O)cc2O)C(O)C1O (centres undefined)
→ i	·	16%	0%	·	·	0.4	-0.3%	·
CC(C)C(=O)Nc1ccc(NC(=O)c2ccc3c(c2)OCO3)cc1
→ ?	11%	·	3%	3%	-1%	1.0	-0.4%	-5%
CC(=O)Nc1ccccc1C(=O)C(=O)Nc1ccccc1
→ i	-11%	52%[activator]	-5%	5%	-4%	2.7	4.8%	-5%
Cc1cc(Oc2ccccc2)nc(SCC(=O)Nc2ccc(Cl)cc2Cl)n1
→ i	-6%	-11%	20%	?	-18%	0.9	0.2%	-18%
Cc1cccc(N(Cc2ccccc2)C(=O)c2ccccc2S(C)(=O)=O)c1
→ i	36%[activator]	1%	11%	-4%	2%	-1.1	-0.1%	-15%
CC(=O)Nc1cccc(NC(=O)C2CCCN2C(=O)Nc2cccc(F)c2)c1 (centres undefined)
→ i	-10%	-6%	7%	-1%	0%	-1.2	0.1%	-18%
COc1ccc(CN2C(=O)N(c3cccc(C)c3)C(=O)C2CC(=O)Nc2ccc(F)cc2)cc1OC (centres undefined)
→ i	0%	16%	·	13%	1%	·	0.6%	-4%
COC(=O)c1ccccc1NC(=O)c1onc(C)c1Cl
→ i	1%	-1%	17%	5%	4%	-3.4	0.0%	-23%
CCc1ccc(NC(=O)Cn2nnc(C(=O)Nc3cc(C)ccc3OC)c2N)cc1
→ ·	?	·	·	5%	-1%	·	0.5%	-21%
CN1CCN(CC(O)COc2ccc(S(=O)(=O)N3CCOCC3)cc2)CC1 (centres undefined)
→ i	5%	-2%	11%	3%	2%	-0.3	-0.7%	-2%
COc1cc(NC(=O)Cc2cccs2)c(C(=O)O)cc1OC
→ i	1%	-4%	5%	-11%	-6%	-0.2	-0.6%	-13%
COc1ccc(Br)cc1C(=O)NC(=S)Nc1c(C)n(C)n(-c2ccccc2)c1=O
→ i	0%	3%	-1%	?	-14%	-0.2	14%	-10%
Cc1cc(C)n2c(nc3ccccc32)c1C(=O)NN
→ i	12%	9%	12%	4%	2%	0.4	3.3%	14%
Cc1ccc(C(=O)C2CC2)cc1C
→ i	9%	-6%	4%	-3%	2%	-0.2	-1.2%	1%
O=C(c1cccc(-n2cccc2)c1)N1CCN(S(=O)(=O)c2ccccc2Br)CC1
→ i	1%	-24%	3%	-15%	0%	-4.7	-0.6%	-12%
O=C(COc1ccc(Cl)cc1Cl)NCC(=O)N/N=C/c1c[nH]c2ccccc12
→ i	0%	3%	5%	8%	13%	0.0	-0.7%	-11%
COc1cccc(/C=N/n2c(-c3cc(C)[nH]n3)n[nH]c2=S)c1OC
→ i	-15%	·	5%	5%	-6%	-0.4	0.3%	-10%
O=C1CC(N2CCN(c3ccc(S(=O)(=O)N4CCCC4)cc3)CC2)C(=O)N1c1ccc(F)cc1 (centres undefined)
→ i	?	-2%	-3%	?	-5%	0.1	-0.3%	3%
CC1CCN(c2nnc(-n3cccc3CNc3cccc(F)c3)s2)CC1
→ i	?	-3%	·	?	13%	·	6.1%	-18%
COc1ccccc1N1C(C)=CC(=C(C#N)c2nc3ccccc3s2)C=C1C
→ i	7%	4%	13%	?	-10%	-0.3	0.2%	-24%
CC1CCN(Cc2c(C(=O)N/N=C/c3ccc(C(F)(F)F)cc3)nnn2-c2nonc2N)CC1
→ i	?	-7%	-17%	26µM*	?	0.1	0.5%	-53%
CC(C)CCNC(=O)CNC(=S)N(CCCN1CCOCC1)Cc1cccs1
→ i	10%	-9%	2%	7%	11%	0.9	-0.1%	-10%

Only HepG2 viability (2 entries from above):
structure	HepG2 viability
CC(C)C(=O)Nc1ccc(NC(=O)c2ccc3c(c2)OCO3)cc1	-5%
CC(=O)Nc1ccccc1C(=O)C(=O)Nc1ccccc1	-5%

New compounds follow:
The line under a structure holds: S2 tox	TGFb SMAD3 inh	ATXN2 expr inh	EPAC2 ag	Nrf2 inh	A549 tox	IL-2 act	Nrf2 ARE act	HepG2 viability
CC1(c2cccc(Br)c2)NC(=O)N(CC(=O)c2ccc3c(c2)OCO3)C1=O (centres undefined)
→ i	1%	·	6%	·	·	-1.1	0.4%	-28%
Cc1nn(C)c(C)c1/C=C/C(=O)O
→ ?	0%	·	8%	6%	?	-2.8	-0.9%	0%
Cc1cccc(C)c1NC(=O)CN(C)C(=O)/C=C/c1cccs1
→ i	2%	·	6%	-7%	-1%	-3.1	0.1%	-1%
CSCCC(NS(=O)(=O)c1cc(C(=O)O)ccc1Cl)C(=O)O (centres undefined)
→ i	-24%	·	7%	0%	3%	-2.4	-0.4%	-12%
Cc1c(Cl)cccc1NC(=S)Nc1ccc2[nH]c(=O)[nH]c2c1
→ i	2%	-5%	6%	1%	16%	-2.3	1.7%	0%
Cc1cccc(NC(=O)CC23CC4CC(C2)CC(n2nnc(C)n2)(C4)C3)c1
→ i	-20%	-1%	13%	-26%	-4%	-3.3	2.8%	-7%
COc1cc(OC)cc(C(=O)NNC(=O)c2ccc(-n3cncn3)c([N+](=O)[O-])c2)c1
→ i	-5%	15%	5%	-4%	-3%	0.1	0.4%	-1%
COc1ccc(N2CCN(CC(=O)NC(=O)NCc3ccco3)CC2)cc1
→ i	0%	-2%	0%	-2%	10%	2.3	0.4%[9.22 µM]	-21%
COC(=O)C1CCN(S(=O)(=O)c2ccc(N3CCCCS3(=O)=O)cc2)CC1
→ i	?	-17%	·	·	0%	·	-1.3%	2%
COc1ccc(-c2c(-c3ccc(C#N)cc3)oc(=O)c3cc(OC)c(OC)cc23)cc1
→ i	4%	1%	7%	-20%	4%	-3.3	-1.5%	-6%
CCN(CC)C(=O)CSc1nnc(CCN)o1
→ i	22%	-2%	0%	·	-3%	-0.5	-0.1%	0%
O=C(NCc1ccco1)C(C(=O)c1ccc(F)cc1)n1ccccc1=O (centres undefined)
→ i	-2%	2%	11%	9%	2%	-1.6	0.1%	16%
O=C1C2C3C=CC(C3)C2C(=O)N1c1ccncc1 (centres undefined)
→ i	-7%	-4%	1%	-16%	-9%	-2.3	0.4%	15%
CCC(=O)Nc1cc2c(C)cc(=O)oc2cc1C
→ i	-8%	3%	-4%	12%	-1%	-0.7	0.2%	1%
COc1ccc(-n2nc(C(=O)NCC(=O)N3CCCCC3)c3ccccc3c2=O)cc1
→ i	5%	69%[activator]	-1%	?	-9%	0.2	-0.4%	6%

Structures above that have a Cl atom, in the order listed:
The line under a structure holds: S2 tox	TGFb SMAD3 inh	ATXN2 expr inh	EPAC2 ag	Nrf2 inh	A549 tox	IL-2 act	Nrf2 ARE act	HepG2 viability
Cc1ccc(C(=O)CNc2cccc(Cl)c2)cc1
→ ?	-24%	18%	4%	?	0%	0.1	2.9%	-12%
Cc1cc(Oc2ccccc2)nc(SCC(=O)Nc2ccc(Cl)cc2Cl)n1
→ i	-6%	-11%	20%	?	-18%	0.9	0.2%	-18%
COC(=O)c1ccccc1NC(=O)c1onc(C)c1Cl
→ i	1%	-1%	17%	5%	4%	-3.4	0.0%	-23%
O=C(COc1ccc(Cl)cc1Cl)NCC(=O)N/N=C/c1c[nH]c2ccccc12
→ i	0%	3%	5%	8%	13%	0.0	-0.7%	-11%
CSCCC(NS(=O)(=O)c1cc(C(=O)O)ccc1Cl)C(=O)O (centres undefined)
→ i	-24%	·	7%	0%	3%	-2.4	-0.4%	-12%
Cc1c(Cl)cccc1NC(=S)Nc1ccc2[nH]c(=O)[nH]c2c1
→ i	2%	-5%	6%	1%	16%	-2.3	1.7%	0%

From PubChem
